# A3A deaminase – inhibitors of human APOBEC3A DNA deaminase | P31941 | recombinant A3A, FAM/TAMRA ssDNA deamination fluorescence | inhibition, % at 20 µM | actives 0.41% (n = 330,000) | AID 493011;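 active = at least 40% inhibition at 20 µM here, with at most 30% in a related deaminase screen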;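 note: plate controls were A3A with DMSO for no effect and wells lacking A3A enzyme for full effect; some results filed as inactive read as strong as hits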
# Target sequence (P31941 whole entry, looked up): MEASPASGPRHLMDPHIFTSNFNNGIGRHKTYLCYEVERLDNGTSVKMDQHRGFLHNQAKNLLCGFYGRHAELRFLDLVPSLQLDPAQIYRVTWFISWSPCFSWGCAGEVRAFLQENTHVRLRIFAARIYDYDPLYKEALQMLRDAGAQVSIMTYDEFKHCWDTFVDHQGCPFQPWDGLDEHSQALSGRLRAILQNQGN
# mIAP inh – mouse IAP inhibition | purified mouse IAP, CDP-Star luminescence, 30 min | inhibition, % at 10 µM | actives 0.2% (n = 330,000) | AID 2806;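 active = inhibition of at least 40% at 10 µM in the primary screen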;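 note: plate controls were DMSO with enzyme for no effect and no enzyme wells for full effect; values of inactives mirror those of a sister screen read the other way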
# mIAP act – increases mouse intestinal alkaline phosphatase activity; muIAP, CDP-Star luminescence, 30 min; stronger effect = higher value; 1 = vehicle-only enzyme signal, 0 = enzyme-free wells; actives 0.24% (n = 330,000); activation factor at 10 µM; AID 2805;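 active = activation factor of at least 2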; note: the source names both 10 and 20 µM as test concentration; values of inactives mirror those of a sister screen read the other way
#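 System: mouse IAP enzyme. Reagent: CDP-Star chemiluminescent phosphatase substrate. Benchmarks: DMSO wells, no-enzyme wells. Times: 30 min enzyme-substrate-compound incubation at room temperature. Detection: luminescence from enzymatic CDP-Star hydrolysis. Doses: test compounds delivered from DMSO solution.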
# hIAP block – blocks human intestinal alkaline phosphatase; P09923; purified IAP, CDP-Star luminescence, 30 min; inhibition, % at 10 µM; actives 0.12% (n = 330,000);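 active = inhibition reaching a set limit with compound at 10 µM in the primary screen, cut at about 35% in these data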;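 note: plate controls were DMSO wells with enzyme for no effect and no-enzyme buffer wells for full effect; values of inactives mirror those of a sister screen read the other way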
# NALP3 yeast inh – blocks the NALP3 inflammasome reconstituted in yeast. Yeast reconstituted NLRP3/ASC/caspase-1, beta-gal luminescence, 24 h. inhibition, % at 10 µM. actives 0.39% (n = 330,000);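 active = inhibition of 50% or more; inactive = inhibition below 50%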;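 note: plate controls were induced DMSO wells for no effect and uninduced yeast grown without galactose for full effect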
# APOBEC3G inh – inhibitors of human APOBEC3G DNA deaminase; Q9HC16; recombinant A3G, ssDNA deamination FAM/TAMRA fluorescence; inhibition, % at 20 µM; actives 0.28% (n = 330,000); AID 493012;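 active = inhibition of at least 40% at 20 µM, with no more than 30% in the related APOBEC3A deaminase screen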;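 note: plate controls were DMSO wells with A3G for no effect and wells lacking A3G enzyme for full effect; some compounds called inactive have numbers as strong as hits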
# Target sequence (Q9HC16 whole entry, looked up): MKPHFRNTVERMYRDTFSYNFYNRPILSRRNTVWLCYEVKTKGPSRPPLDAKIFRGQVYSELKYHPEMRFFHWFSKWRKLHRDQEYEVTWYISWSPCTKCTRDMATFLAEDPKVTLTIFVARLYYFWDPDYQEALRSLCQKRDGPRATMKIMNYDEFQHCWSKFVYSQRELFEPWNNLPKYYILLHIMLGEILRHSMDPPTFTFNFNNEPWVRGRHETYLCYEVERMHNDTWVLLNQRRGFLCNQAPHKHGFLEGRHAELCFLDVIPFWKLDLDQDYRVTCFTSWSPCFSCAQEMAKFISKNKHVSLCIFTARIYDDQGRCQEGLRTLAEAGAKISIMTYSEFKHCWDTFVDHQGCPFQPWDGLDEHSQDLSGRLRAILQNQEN
# tim10-1 inh – inhibits growth of tim10-1 mutant yeast; S. cerevisiae tim10-1 ts strain growth, BacTiter-Glo, 24 h; actives 2.2% (n = 330,000); inhibition, % at 20 µM;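 active = inhibition of at least 40%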;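 note: mutant grown at 25 °C; 0% = DMSO wells with yeast and 100% = wells holding no yeast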
# MIN6 prolif – MIN6 beta-cell proliferation induction. MIN6 cells proliferation, ATPlite luminescence, 48 h; cells starved in 0.2% serum; 100% = growth in 10% serum. proliferation, % at 10 µM. actives 0.29% (n = 330,000);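 active = compounds whose signal lies at least 3.5 SD above the mean of all wells on their plate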;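 note: 0% = DMSO-treated cells in low-serum medium and 100% = 10% serum control; some compounds called inactive have numbers as strong as hits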
# TIM10 inh – growth inhibitors of TIM10 yeast strain | S. cerevisiae TIM10 strain growth, BacTiter-Glo luminescence, 24 h | inhibition, % at 10 µM | actives 1.4% (n = 330,000) | AID 463195;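 active = inhibition of 40% or more at the single tested concentration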;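 note: wild-type TIM10 isogenic control strain grown at permissive 25 °C; 0% = DMSO yeast wells and 100% = minimal medium wells without yeast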
# * = called active by the depositor.
# Labels used below – A = A3A deaminase; B = mIAP inh; C = mIAP act; D = hIAP block; E = NALP3 yeast inh; F = APOBEC3G inh; G = tim10-1 inh; H = MIN6 prolif; I = TIM10 inh
SMILES: CCOc1cc(C#N)c(NC(=O)c2cccnc2)cc1OCC
  A: -5; B: -9; C: 1.1; D: -6; E: 22; F: -4; G: 5; H: -2; I: 11
SMILES: Nc1ccc(C(=O)OCc2nc3ccccc3s2)cc1
  A: 2; B: -5; C: 1.1; D: -10; E: 23; F: -4; G: 28; H: 1; I: 17
SMILES: Cc1cccc(/C=N/NC(=O)c2cc(Br)ccc2OCc2ccccc2)n1
  A: 0; B: 2; C: 0.98; D: 5; E: 7; F: -4; G: 20; H: -4; I: -10
SMILES: COc1ccc(-c2ccc(C#N)c(OC(=O)c3c(Cl)cccc3Cl)n2)cc1
  A: 0; B: 9; C: 0.91; D: 11; E: 28; F: -2; G: -8; H: -3; I: 2
SMILES: COc1cccc(CN2C[C@]34C=C[C@@H](C[C@@H]3S2(=O)=O)O4)c1
  A: -5; B: 2; C: 0.98; D: -11; E: 8; F: 6; G: -1; H: -2; I: 1
SMILES: CCOC(=O)C(C)Oc1cccc2c(=O)n(CC(=O)N3CCc4ccccc43)ccc12 (stereo not drawn)
  A: 0; B: 1; C: 0.99; D: 0; E: 0; F: -6; G: 1; H: 0; I: 3
SMILES: O=C(NC1(C(=O)NC2CCCC2)CCCCC1)c1ccc2c(c1)OCO2
  A: -3; B: 2; C: 0.98; D: 17; E: 2; F: -4; G: 13; H: -1; I: 5
SMILES: CN(CC(=O)Nc1ccc(F)c(F)c1F)C(=O)c1nn(Cc2ccccc2)c(=O)c2ccccc12
  A: 15; B: 3; C: 0.97; D: -3; E: 0; F: -7; G: -11; H: -2; I: 2
SMILES: CCCCc1cc(=O)oc2c(C)c(OCC(=O)NCc3ccccn3)ccc12
  A: -1; B: 6; C: 0.94; D: -18; E: 9; F: -2; G: -1; H: 2; I: 2
SMILES: CC(OC(=O)Cc1ccc(F)cc1)C(=O)NCc1ccc2c(c1)OCO2 (stereo not drawn)
  A: 0; B: -3; C: 1; D: -6; E: 18; F: -2; G: 2; H: 1; I: -8
SMILES: COCCn1c(Br)nc2c1c(=O)n(C)c(=O)n2C
  A: 48*; B: -4; C: 1; D: 4; E: -2; F: -1; G: -5; H: 0; I: 5
SMILES: O=C(CSc1nc2cc(C(=O)O)ccc2c(=O)n1-c1ccc(F)cc1)Nc1ccc(F)c(F)c1F
  A: 5; B: -3; C: 1; D: -13; E: 11; F: 7; G: 30; H: -1; I: 8
SMILES: N#Cc1ccc(Oc2ncccn2)cc1
  A: 0; B: 0; C: 1; D: -11; E: 0; F: -1; G: 18; H: -2; I: 2
SMILES: CC(=O)C1=C(O)C(=O)N(Cc2cccnc2)C1c1ccccc1Cl (stereo not drawn)
  A: -17; B: 0; C: 1; D: 8; E: 4; F: -6; G: -5; H: 0; I: 10

# Fetched by structure from above (4):
# Labels used below – A = A3A deaminase; B = mIAP inh; C = mIAP act; D = hIAP block; E = NALP3 yeast inh; F = APOBEC3G inh; G = tim10-1 inh; H = MIN6 prolif; I = TIM10 inh
SMILES: CCOC(=O)C(C)Oc1cccc2c(=O)n(CC(=O)N3CCc4ccccc43)ccc12 (stereo not drawn)
  A: 0; B: 1; C: 0.99; D: 0; E: 0; F: -6; G: 1; H: 0; I: 3
SMILES: CC(OC(=O)Cc1ccc(F)cc1)C(=O)NCc1ccc2c(c1)OCO2 (stereo not drawn)
  A: 0; B: -3; C: 1; D: -6; E: 18; F: -2; G: 2; H: 1; I: -8
SMILES: Cc1cccc(/C=N/NC(=O)c2cc(Br)ccc2OCc2ccccc2)n1
  A: 0; B: 2; C: 0.98; D: 5; E: 7; F: -4; G: 20; H: -4; I: -10
SMILES: CCOc1cc(C#N)c(NC(=O)c2cccnc2)cc1OCC
  A: -5; B: -9; C: 1.1; D: -6; E: 22; F: -4; G: 5; H: -2; I: 11

# Part of the list above, set out differently:
# The line under a structure holds: A3A deaminase | mIAP inh | mIAP act | hIAP block | NALP3 yeast inh | APOBEC3G inh | tim10-1 inh | MIN6 prolif | TIM10 inh
> CCOc1cc(C#N)c(NC(=O)c2cccnc2)cc1OCC
  -5 | -9 | 1.1 | -6 | 22 | -4 | 5 | -2 | 11
> CC(OC(=O)Cc1ccc(F)cc1)C(=O)NCc1ccc2c(c1)OCO2 (stereo not drawn)
  0 | -3 | 1 | -6 | 18 | -2 | 2 | 1 | -8
> CCCCc1cc(=O)oc2c(C)c(OCC(=O)NCc3ccccn3)ccc12
  -1 | 6 | 0.94 | -18 | 9 | -2 | -1 | 2 | 2
